# LYP inhibition: inhibitors of LYP phosphatase, biochemical, fluorescence intensity, uHTS (AID 1779); recombinant LYP phosphatase, fluorescence intensity; higher % means a stronger effect; hit rate 0.054% among 290,000; one-dose inhibition, % at 11.5 µM; IC50 in µM for titrated hits; in the data active means inhibition above about 50%;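 further: plate controls were vehicle with enzyme for no effect and no enzyme for full effect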
# Salmonella PhoP GFP: PhoP-dependent GFP reporter repression – Salmonella Typhimurium, primary screen (AID 1863); S. Typhimurium PhoP-regulated promoter GFP reporter, 4 h; higher % means a stronger effect; one-dose inhibition, % at 50 µM; IC50 in µM for titrated hits; hit rate 0.16% among 300,000;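 active means inhibition over 29.93%, a cutoff 3 SD above the screen mean, later confirmed by dose response; inconclusive means inhibition over 29.93% but no dose response follow-up; inactive means inhibition at most 29.93% or unconfirmed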;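 further: 0% = low Mg2+ inducing control and 100% = high Mg2+ repressing control; strong numbers were not always called active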
# MgcRacGAP inhibition: MgcRacGAP GTPase-activating activity inhibitors, confirmation, biochemical, ADP Hunter fluorescence; MgcRacGAP-stimulated Rac1 GTP hydrolysis, ADP Hunter fluorescence; higher % means a stronger effect; GST-tagged Rac1 F28L mutant substrate; one-dose inhibition, % at 30 µM; IC50 in µM for titrated hits; hit rate 0.6% among 340,000;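 active means first-screen hits whose inhibition reached a set limit at any dose in the follow-up dose series; inconclusive means inhibition above the set first-screen limit but never retested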;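 further: fluorescence reports GDP produced by GAP-driven GTP hydrolysis; strong numbers were not always called active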
# GPR55 LPI antagonism: GPR55 antagonists blocking LPI-driven arrestin recruitment, primary screen, imaging, U2OS, beta-arrestin-GFP, LPI agonist (AID 2013). U2OS GPR55 beta-arrestin-GFP translocation imaging, LPI antagonism; higher % means a stronger effect. inhibition, % at 10 µM, or IC50 in µM where a hit was titrated. hit rate 0.13% among 290,000;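 active means spots per cell inhibited over 60%, with over 100 cells counted and total cytoplasm intensity under 500,000; inconclusive means wells with under 100 cells, flagged as likely toxic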;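 further: U2OS cells stably carrying GPR55 and arrestin-GFP stimulated by 5 µM LPI near EC80; imaged beta-arrestin-GFP aggregate spots per cell after agonist stimulation; plate controls were LPI-stimulated DMSO wells for no effect and DMSO wells without LPI for full effect; some results filed as inactive read as strong as hits; confirmed hits need IC50 under 10 µM and bright autofluorescent wells are also inconclusive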
# Siah-1 displacement: blockers of Siah-1 interaction with plectin peptide – biochemical, fluorescence polarization, rhodamine-plectin, uHTS, primary screen (AID 1817); Siah-1 / rhodamine-plectin peptide fluorescence polarization; higher % means a stronger effect; displacement, % at 20 µM; hits with a dose series show IC50 in µM; hit rate 0.02% among 290,000;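 active means displacement of at least 50% at 20 µM, with a fluorescence ratio check between 0.3 and a set limit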;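 further: plate controls were Siah plus tracer with DMSO for no effect and tracer alone without Siah for full effect; strong numbers were not always called active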
# Myeloid diff MLP: promotes myeloid progenitor differentiation; ER-HoxA9 myeloid progenitors, lysozyme-GFP differentiation, flow cytometry; calls only at 10 µM; hit rate 1% among 360,000;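 active means normalized GFP-positive differentiation at or above the plate's own cutoff, the solvent-only control mean plus 3 SD; inconclusive means no clear call, values can overlap the other calls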;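 further: cells exposed to compound for four days before flow analysis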
# HIV peptide binding: cell-free HIV fusion peptide-binding blockers – biochemical, uHTS, fluorescence dequenching, primary screen (AID 1986); cell-free peptide binding, fluorescence dequenching, 30 min; higher % means a stronger effect; one-dose inhibition, % at 20 µM; IC50 in µM for titrated hits; hit rate 0.3% among 290,000; in the data active means inhibition mostly above about 52%, no sharp cut-off; inactive means mostly below about 76%; further: some results filed as inactive read as strong as hits
# GPR35 arrestin U2OS: inhibition of zaprinast-stimulated GPR35 beta-arrestin translocation – imaging, U2OS, beta-arrestin-GFP, zaprinast agonist, primary screen (AID 2058); U2OS GPR35 beta-arrestin-GFP translocation imaging, zaprinast antagonism; higher % means a stronger effect; one-dose inhibition, % at 10 µM; IC50 in µM for titrated hits; hit rate 0.052% among 290,000;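 active means inhibition of at least 50% with at least 30 cells and total cytoplasm GFP at most 10,000,000; inconclusive means under 30 cells or total GFP of 10,000,000 plus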
# NTR1 ag: NTR1-driven beta-arrestin-GFP spot formation – imaging, U2OS cells, high content, primary screen (AID 493036). agonist mode. hit rate 0.17% among 330,000. P30989. activation, % at 20 µM;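 active means activation at or above 40% of the spot to cytoplasm intensity ratio, with at least 20 cells analyzed; inconclusive means wells under 20 cells, flagged as cytotoxic or low count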;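 further: 0% = DMSO without peptide and 100% = 100 nM NTR1 peptide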
# Target sequence (P30989 whole entry, looked up): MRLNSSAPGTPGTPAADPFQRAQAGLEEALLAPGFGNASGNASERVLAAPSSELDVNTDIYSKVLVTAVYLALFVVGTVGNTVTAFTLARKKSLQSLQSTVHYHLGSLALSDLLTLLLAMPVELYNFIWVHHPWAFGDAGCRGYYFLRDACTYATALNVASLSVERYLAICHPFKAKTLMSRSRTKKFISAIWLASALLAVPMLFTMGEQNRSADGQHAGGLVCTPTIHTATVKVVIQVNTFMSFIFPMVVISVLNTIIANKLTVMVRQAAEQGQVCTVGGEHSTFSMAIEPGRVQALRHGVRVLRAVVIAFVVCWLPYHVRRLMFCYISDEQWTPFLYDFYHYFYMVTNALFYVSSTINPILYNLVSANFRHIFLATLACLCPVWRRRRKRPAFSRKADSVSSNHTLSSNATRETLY
# NTR1 ag cell count 20 µM: second read-out of NTR1 ag, no call of its own (marks repeat the call); cell count; measured here: cell count, cytotoxicity flag
# Myeloid diff MLP GFP+ MAC1+ %: second read-out of Myeloid diff MLP, no call of its own (marks repeat the call); GFP+ MAC1+ double positive, %; measured here: differentiation confirmed by MAC1 staining
# * hit, by the source's call; i = inactive; ? = inconclusive; . = not tested or not shown; + = active, no number.
SMILES,LYP inhibition,Salmonella PhoP GFP,MgcRacGAP inhibition,GPR55 LPI antagonism,Siah-1 displacement,Myeloid diff MLP,Myeloid diff MLP GFP+ MAC1+ %,HIV peptide binding,GPR35 arrestin U2OS,NTR1 ag,NTR1 ag cell count 20 µM
COc1ccc(NC(=O)C2=CC(c3ccco3)=NS(=O)(=O)N2C)cc1,-6%,.,7%,0%,-7%,i,1.0,-2.2%,17%,-1.9,48
O=C(COC(=O)/C=C/c1ccc(S(=O)(=O)N2CCOCC2)cc1)NC1CCCCCCC1,-3%,-8%,-4%,0%,8%,i,0.2,-2.2%,-14%,-0.2,50
CC1CCCC(NC(=O)c2n[nH]c(=O)c3ccccc23)C1C (centres undefined),-7%,5%,8%,11%,1%,i,0.6,1.0%,10%,0.1,58
Cc1ccn2c(=O)nc(SCC(=O)c3ccc(Cl)cc3)nc2c1,.,7%,5%,.,.,i,0.3,.,.,4.6,52
COc1ccc(S(=O)(=O)NNC(=O)C2Cc3c(ccc4ccccc34)O2)cc1 (centres undefined),0%,-10%,3%,15%,4%,i,1.0,-1.7%,8%,-1.6,80
Cc1ccc(C)c(NC(=O)CSc2ccc(-c3ccco3)nn2)c1,-6%,-16%,6%,2%,15%,i,0.6,20%,6%,3.5,71
COc1cc2ncnc(NCc3ccc4c(c3)OCO4)c2cc1OC,-1%,-6%,13%,-14%,-1%,i,0.4,1.8%,0%,1.0,78
COC(=O)c1cc(S(=O)(=O)N2CCC(C)CC2)cn1C,-2%,-6%,-21%,-19%,-5%,?,.,1.1%,-3%,-0.2,69
NNC(=O)c1cc(-c2cccs2)nc2ccccc12,-13%,-1%,-8%,2%,1%,i,0.4,-1.2%,-4%,0.2,62
Cc1ccc(NC(=O)CCCCCCCCCCC2COCCO2)c(C)c1 (centres undefined),-6%,18%,2%,1%,8%,i,0.5,0.5%,-1%,0.3,65
CC(NC(=O)CN1CCCC1)c1ccccc1 (centres undefined),-4%,-4%,1%,16%,10%,i,0.7,0.5%,-5%,-1.2,62
O=C(C1CCN(S(=O)(=O)c2cccc3cccnc23)CC1)N1CCCC1,-1%,0%,4%,-2%,1%,i,2.6,0.5%,28%,-3.3,54
COC(=O)C1=Cc2cc(OC)cc([N+](=O)[O-])c2OC1N1CCOCC1 (centres undefined),-7%,-6%,3%,0%,2%,i,0.7,-1.2%,-1%,0.3,45
C=CCn1c(=O)c2c(nc3n2CCS3)n(C)c1=O,-1%,-4%,-1%,-8%,-2%,i,7.0,-0.9%,0%,0.2,59
COc1ccc(CCNC(=O)CCCCCNC(=O)N2CCn3c2nc2ccccc23)cc1OC,-8%,2%,14%,10%,0%,i,2.3,1.4%,-10%,-0.7,60
CCc1ccc(NC(=O)C2=CC(c3ccc(OC)cc3)=NS(=O)(=O)N2C)cc1,9%,.,6%,-5%,-3%,i,2.2,-0.3%,-10%,3.8,60
FC(F)(F)c1nnc(-c2ccccc2)nc1Sc1ccc(Cl)cc1,4%,-16%,12%,8%,0%,i,3.1,-1.1%,-10%,40,88
Cc1ccc2c(c1)c1c3n2CCN(CC(O)CNC(C)C)C3CCC1 (centres undefined),-6%,-4%,23%,16%,2%,i,0.4,-1.0%,10%,-0.6,63
O=C(Cc1ccccc1)NNc1ccc2ccccc2c1,-1%,-10%,13%,0%,6%,i,0.4,-3.3%,-18%,0.6,56
O=C(/C=C(\O)c1ccccc1)C(=O)NNC(=O)c1ccccc1,-7%,-7%,8%,11%,-4%,i,1.9,3.6%,15%,0.0,37
CCc1cc(Br)ccc1N1C(=O)C2CC=CCC2C1=O (centres undefined),-5%,-8%,11%,-1%,-9%,i,0.6,-0.6%,16%,0.9,47
Cc1ccc(C)c(N2C(=O)CC(Cc3ccc(Cl)cc3)C2=O)c1 (centres undefined),-5%,0%,10%,-3%,12%,i,1.0,2.9%,4%,-0.3,68
COc1cc(/C=C/C(=O)OCC(=O)Nc2ccc(S(=O)(=O)N3CCCC3)cc2)ccc1O,-2%,-19%,60µM*,13%,14%,i,0.6,3.6%,-4%,-2.2,56
COc1ccc(-n2cc(-c3ccccc3)c3c(NN4CCOCC4)ncnc32)cc1,-3%,-4%,8%,10%,0%,i,0.3,-2.0%,-4%,2.0,55
COc1ccccc1CNC(=O)CSc1ncc(C(=O)Nc2ccccc2)c(=O)n1C,.,-4%,11%,.,.,i,0.1,.,.,2.9,38

# (next part)
SMILES,LYP inhibition,Salmonella PhoP GFP,MgcRacGAP inhibition,GPR55 LPI antagonism,Siah-1 displacement,Myeloid diff MLP,Myeloid diff MLP GFP+ MAC1+ %,HIV peptide binding,GPR35 arrestin U2OS,NTR1 ag,NTR1 ag cell count 20 µM
C/C(=N/NC(=O)c1ccc(C)s1)c1cccc(NC(=O)COc2ccc(Cl)cc2C)c1,-6%,-7%,7%,14%,1%,i,1.6,20%,14%,-8.6,31
COc1ccc(NC(=O)CSc2n[nH]c(-c3ccco3)n2)cc1,0%,-5%,0%,10%,0%,+,3.3*,-0.2%,4%,2.4,54
CCC1CCCCN1CCCNC(=O)CCCOc1cc(=O)n(C)c2ccccc12 (centres undefined),-2%,-1%,12%,3%,-3%,i,0.4,-0.1%,-1%,-1.5,97
Cc1cc(S(=O)(=O)N2CCN(c3ccccn3)CC2)ccc1F,2%,5%,4%,-2%,2%,i,0.9,-0.6%,-14%,-0.2,62
c1ccc2c(Oc3ccc4c(c3)OCO4)nncc2c1,0%,-1%,15%,7%,2%,i,0.3,4.1%,-6%,0.0,32
COc1cccc(/C=N/NC(=O)c2nc(-c3ccccc3)cc(-c3ccccc3)n2)c1O,22%,1%,7%,9%,-7%,i,1.4,4.1%,-28%,1.0,58
O=C(NCCN1CCOCC1)C(=O)NCC1OCCN1S(=O)(=O)c1ccc(Br)cc1 (centres undefined),-10%,-3%,7%,2%,5%,.,.,1.1%,-7%,-0.5,54
N/C(COc1cc(Cl)cc(Cl)c1)=N\O,-10%,2%,0%,2%,-1%,i,1.0,-1.0%,4%,-1.5,48
Cn1cc(Cl)c(C(=O)OCC(=O)c2ccccc2)n1,-3%,-3%,4%,-8%,1%,i,0.5,-0.3%,-3%,1.2,49
CC(C)(C)NCCCCOc1ccccc1F,-8%,0%,2%,-6%,-3%,i,1.6,0.9%,-9%,-1.0,53
Cc1ccc(S(=O)(=O)c2nc(-c3ccc(F)cc3)oc2SCC(=O)NCC2CCCO2)cc1 (centres undefined),-6%,3%,11%,-12%,-1%,i,1.6,0.9%,24%,-2.6,69
Cc1ccc(SCc2ccc(C(=O)Nc3ccccc3C(=O)NC(C)C)cc2)cc1,-3%,-9%,6%,7%,12%,i,2.0,1.2%,3%,18,84
CC(C)C[C@H]1COCCS(=O)(=O)N1Cc1cccc(F)c1,.,4%,6%,.,.,i,1.4,.,.,-0.1,90
COC(=O)c1ccc(S(=O)(=O)N2CCCCCC2)cc1,-4%,-4%,-2%,4%,0%,i,1.1,0.2%,-4%,-1.2,97
CCCOc1ccc(CNC(=O)c2ccc3c(c2)N(CC)CCS3)cc1,-6%,.,15%,3%,1%,+,7.7*,1.1%,-10%,3.2,51
COc1ccc(N2CCC(CNC(=S)Nc3ccc(C)cc3C)C2)cc1 (centres undefined),-5%,-4%,?,-8%,-6%,i,0.4,-2.2%,12%,1.1,53
Cc1ccc(-n2ncc3c2CCCC3NC(=O)CSc2ccccn2)cc1C (centres undefined),-4%,-2%,6%,-3%,-2%,i,1.8,-1.9%,2%,0.5,58
CC(C)(C)OC(=O)N1CCC[C@H]1c1nnc(SCc2ccc(Cl)cc2Cl)o1,0%,-7%,10%,8%,-3%,i,1.1,-0.7%,-18%,3.4,48
O=C1/C(=C/c2ccc3c(c2)OCO3)Oc2cc(OCC(=O)N3CC(O)C[C@H]3C(=O)O)ccc21 (some centres undefined),-7%,-10%,-5%,-4%,2%,i,1.3,12%,-2%,-2.7,91
COC(=O)c1sccc1NC(=O)Nc1ccc(F)cc1F,-9%,-2%,6%,-11%,-6%,i,1.8,0.7%,2%,0.8,54
CCC(C)c1ccc(NC(=S)Nc2ccc(OC)c(OC)c2)cc1 (centres undefined),2%,2%,21%,0%,6%,i,0.6,1.2%,-3%,3.3,40

# Molecules from the list above containing an aryl thioether with sulfur outside any ring:
SMILES,LYP inhibition,Salmonella PhoP GFP,MgcRacGAP inhibition,GPR55 LPI antagonism,Siah-1 displacement,Myeloid diff MLP,Myeloid diff MLP GFP+ MAC1+ %,HIV peptide binding,GPR35 arrestin U2OS,NTR1 ag,NTR1 ag cell count 20 µM
Cc1ccn2c(=O)nc(SCC(=O)c3ccc(Cl)cc3)nc2c1,.,7%,5%,.,.,i,0.3,.,.,4.6,52
Cc1ccc(C)c(NC(=O)CSc2ccc(-c3ccco3)nn2)c1,-6%,-16%,6%,2%,15%,i,0.6,20%,6%,3.5,71
FC(F)(F)c1nnc(-c2ccccc2)nc1Sc1ccc(Cl)cc1,4%,-16%,12%,8%,0%,i,3.1,-1.1%,-10%,40,88
COc1ccccc1CNC(=O)CSc1ncc(C(=O)Nc2ccccc2)c(=O)n1C,.,-4%,11%,.,.,i,0.1,.,.,2.9,38
COc1ccc(NC(=O)CSc2n[nH]c(-c3ccco3)n2)cc1,0%,-5%,0%,10%,0%,+,3.3*,-0.2%,4%,2.4,54
Cc1ccc(S(=O)(=O)c2nc(-c3ccc(F)cc3)oc2SCC(=O)NCC2CCCO2)cc1 (centres undefined),-6%,3%,11%,-12%,-1%,i,1.6,0.9%,24%,-2.6,69
Cc1ccc(SCc2ccc(C(=O)Nc3ccccc3C(=O)NC(C)C)cc2)cc1,-3%,-9%,6%,7%,12%,i,2.0,1.2%,3%,18,84
Cc1ccc(-n2ncc3c2CCCC3NC(=O)CSc2ccccn2)cc1C (centres undefined),-4%,-2%,6%,-3%,-2%,i,1.8,-1.9%,2%,0.5,58
CC(C)(C)OC(=O)N1CCC[C@H]1c1nnc(SCc2ccc(Cl)cc2Cl)o1,0%,-7%,10%,8%,-3%,i,1.1,-0.7%,-18%,3.4,48

# A few values from the list:
# N/C(COc1cc(Cl)cc(Cl)c1)=N\O – Salmonella PhoP GFP: 2%
# CCCOc1ccc(CNC(=O)c2ccc3c(c2)N(CC)CCS3)cc1 – NTR1 ag cell count 20 µM: 51
